# From PubChem
# TSG101-PTAP inh = qHTS Validation Assay for Inhibitors of HIV-1 Budding by Blocking the Interaction of PTAP/TSG101: Sytravon Library Screen; Fluorescence polarization, FITC-PTAP peptide/Tsg101, 20 min; Potency, µM (top dose mostly 115 µM), inactives show at the highest dose activity change, negative = inhibition, actives largely listed as inhibitors; Tumor susceptibility gene 101 protein (Homo sapiens), Q99816; 44,000 tested, under 10 active; note: potency is the fitted concentration of half-maximal effect; 0% is about no effect
#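 Fluorescence polarization binding of Tsg101 binding domain (10 uM final) to FITC-labeled PTAP-motif peptide (50 nM final) in HEPES pH 7.5/NaCl/Tween 20/EDTA/TCEP buffer; 20 min at r.t. Actives by curve class, <25 µM, efficacy <60% inhibition.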
# B2AR arrestin ag = qHTS assay of beta-arrestin-biased ligands of beta2-adrenergic receptor: NCGC Sytravon Library Screen | Beta-2 adrenergic receptor (Homo sapiens), P07550 | HTLA Tango cells, beta-arrestin recruitment, luciferase luminescence, 18 h | Potency, µM (doses to about 46.1 µM), for inactives: at the top dose activation, usual class: activators | 44,000 tested, under 10 active;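 note: potency is the fitted concentration of half-maximal effect; 0% = DMSO and full agonism = EC100 isoproterenol or metaproterenol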
# Target sequence (P07550 whole entry, looked up): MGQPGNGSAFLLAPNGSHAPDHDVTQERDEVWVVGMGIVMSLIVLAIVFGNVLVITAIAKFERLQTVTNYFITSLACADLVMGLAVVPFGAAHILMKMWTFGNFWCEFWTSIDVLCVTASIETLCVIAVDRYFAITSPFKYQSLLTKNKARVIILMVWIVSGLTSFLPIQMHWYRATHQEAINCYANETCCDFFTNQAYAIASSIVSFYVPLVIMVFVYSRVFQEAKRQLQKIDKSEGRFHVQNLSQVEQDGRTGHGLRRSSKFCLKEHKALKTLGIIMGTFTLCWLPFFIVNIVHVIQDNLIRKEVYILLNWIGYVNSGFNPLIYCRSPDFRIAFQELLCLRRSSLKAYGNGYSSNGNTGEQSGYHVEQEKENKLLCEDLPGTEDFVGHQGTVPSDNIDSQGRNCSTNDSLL
#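 First, Tango cells carrying beta2-AR and beta-arrestin fusions received compound up to 46 microM. After 18 hr at 37 degrees C, luciferase substrate was added for 15 minutes, then luminescence gave %Activity for curve fitting.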
# FH mod = Identification of activators of human fumarate hydratase by quantitative high-throughput screening. Potency, µM (highest dose often 79.9 µM), inactives show at the highest dose activity change, negative = inhibition, most hits filed as inhibitors. hit rate 0.22% among 54,000. FH coupled MDH/diaphorase resazurin fluorescence, 15 min; note: potency is the fitted concentration of half-maximal effect; % is set by controls: 0 for no effect and ±100 for the full control effect; the screen sought activators but most active calls are inhibition curves; nearly all actives have a fitted effect of over 45% in size
# p53null 39C kill = qHTS Screen for Compounds that Selectively Target Cancer Cells with p53 Mutations: Cytotoxicity of p53 Null Cells at the Nonpermissive Temperature. H1299 p53-null (neo) cells, 39C, ATPlite viability, 24 h. Potency, µM (top dose mostly 46.1 µM), inactives show at the top dose activity, negative = cell killing, most hits filed as cytotoxic. hit rate 0.97% among 55,000;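 note: potency is the fitted concentration of half-maximal effect; 0% = DMSO only and -100% = full killing by 100 µM tamoxifen; nearly all actives have a fitted effect of over 50% in size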
#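 Temperature-shift cytotoxicity format: compound titrations on p53-null or A138V-expressing H1299 cells held 24 hr at 39C, cell ATP then measured, AC50 from Hill model.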
# GALK inh = qHTS Assay for Inhibitors of Human Galactokinase (GALK): NCGC Sytravon Library Screen; P51570; recombinant GALK, Kinase-Glo ATP luminescence, 1 h; Potency, µM (top dose mostly 57.5 µM), for the others: at the highest dose activity, negative = inhibition, hits mostly inhibitors; 44,000 tested, under 10 active;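 note: plate controls were full GALK reaction for no effect and reaction lacking GALK for full effect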
# Target sequence (P51570 whole entry, looked up): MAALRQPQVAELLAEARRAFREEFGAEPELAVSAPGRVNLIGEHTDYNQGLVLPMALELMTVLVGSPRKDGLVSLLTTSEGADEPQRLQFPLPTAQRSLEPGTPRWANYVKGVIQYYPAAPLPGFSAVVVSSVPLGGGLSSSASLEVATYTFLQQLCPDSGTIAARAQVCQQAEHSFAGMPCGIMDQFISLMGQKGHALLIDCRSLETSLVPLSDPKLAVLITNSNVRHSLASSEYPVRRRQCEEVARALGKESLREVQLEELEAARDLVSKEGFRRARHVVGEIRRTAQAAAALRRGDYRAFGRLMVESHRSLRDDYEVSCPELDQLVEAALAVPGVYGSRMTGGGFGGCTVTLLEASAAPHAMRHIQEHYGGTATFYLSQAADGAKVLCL
#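 Luminescent ATP-depletion readout (Kinase-Glo Plus, 10 min) after 1 h RT reaction of 5 nM GALK, 35 uM ATP, 100 uM galactose, pH 8.0 HEPES buffer. Decreased kinase activity scored as inhibition.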
# p53null 32C kill = qHTS Screen for Compounds that Selectively Target Cancer Cells with p53 Mutations: Cytotoxicity of p53 Null Cells at the Permissive Temperature; hit rate 0.62% among 55,000; Potency, µM (highest dose often 46.1 µM), for the others: at the highest dose activity change, negative = cytotoxicity, usual class: cytotoxic; H1299-neo p53 null cells, ATP luminescence, 24 h, 32C;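 note: potency is the fitted concentration of half-maximal effect; 0% = DMSO only and -100% = full killing by 100 µM tamoxifen; nearly all actives have a fitted effect of over 55% in size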
#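 We seeded p53-null H1299-neo cells, incubated them overnight at 37C, and added compounds across a range up to 46 uM. After 24 hours at 32C, ATP reagent was applied for 20 min at room temperature and luminescence recorded.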
# NTMT1 inh = Primary qHTS for Inhibitors of N-terminal methyltransferase 1 (NTMT1): MTaseGlo Assay; N-terminal Xaa-Pro-Lys N-methyltransferase 1 (Homo sapiens), Q9BV86; Potency, µM (titrated, usually from 114 µM), without a hit: at the highest dose activity change, negative = inhibition, most hits filed as inhibitors; NTMT1 MTase-Glo SAH luminescence, purified enzyme; hit rate 2.5% among 59,000;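 note: potency is the fitted concentration of half-maximal effect; plate controls were DMSO vehicle for no effect and no enzyme for full effect; nearly all actives have a fitted effect of over 65% in size; many of its hits are not listed in these tables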
# Target sequence (Q9BV86 whole entry, looked up): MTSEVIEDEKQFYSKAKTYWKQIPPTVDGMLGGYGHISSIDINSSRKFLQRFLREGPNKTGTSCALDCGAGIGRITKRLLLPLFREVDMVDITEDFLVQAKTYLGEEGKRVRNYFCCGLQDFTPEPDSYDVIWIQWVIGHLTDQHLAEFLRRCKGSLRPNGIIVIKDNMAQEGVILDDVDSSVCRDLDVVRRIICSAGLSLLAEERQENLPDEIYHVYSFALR
# Active calls of the source: *; ? = inconclusive; . = not tested or not shown; [ ] = remark or other dose. Calls come from the whole dose curve; as a rule, active = well fitted curve in the direction sought with a large enough effect; inconclusive = small, poorly fitted or top-dose-only effect, or another doubt; inactive = no such curve, though single readings can be large; an effect the other way counts as inactive or inconclusive. The list is partial; rates above refer to the full screens.
# The line under a structure holds: B2AR arrestin ag	NTMT1 inh	GALK inh	p53null 32C kill	p53null 39C kill	FH mod	TSG101-PTAP inh
- CC(=O)c1ccc(N2CCN(c3ncnc4onc(C)c34)CC2)cc1
    -1%	?	2%	4%	3%	-3%	-1%
- O=C(C1CCN(S(=O)(=O)c2ccc(Br)s2)CC1)N1CCN(c2cccc(Cl)c2)CC1
    0%	?	-6%	9%	-6%	-6%	-1%
- CCOC(=O)c1cc2c(=O)n3ccccc3nc2n(CCOC)c1=NC(=O)c1cc2ccccc2o1
    -2%	-1%	3%	-1%	-3%	-2%	1%
- CCc1cc(=O)oc2c(C)c(OCC(=O)Nc3ccc(S(=O)(=O)N(CC)CC)cc3)ccc12
    -1%	.	0%	-3%	4%	.	-4%
- Cc1ccc(CN2c3ccccc3-c3nc(SCC(=O)NCCc4ccccc4)ncc3S2(=O)=O)cc1
    -1%	21%	-3%	-1%	-11%	-1%	0%
- COc1ccccc1CNC(=O)C(Cc1ccccc1)NS(=O)(=O)c1ccc2c(c1)oc(=O)n2C (configuration not stated)
    1%	-1%	0%	-7%	-16%	0%	4%
- Cc1c(C(=O)N(C)C)sc2c1c(=O)n(-c1ccccc1C(F)(F)F)c(=O)n2Cc1ccccc1C#N
    -3%	9%	1%	-3%	20%	-3%	-3%
- COc1ccc(NC(=O)CSc2nc3ccccc3n2CC(=O)N2CCCCC2C)cc1 (configuration not stated)
    1%	4%	-1%	-5%	-7%	-2%	1%
- Cc1ccc(NC(=O)CSc2nc3c(c(=O)[nH]2)CN(Cc2ccccc2)CC3)cc1Cl
    2%	-1%	4%	7%	-6%	?	-6%
- COc1ccc(OC)c(C2N=C(N)Nc3nc4ccccc4n32)c1 (configuration not stated)
    1%	10%	-1%	2%	-16%	4%	27%
- CCc1nc2sc3c(N4CCCCC4)ncnc3c2c2c1CCCC2
    0%	.	4%	-6%	-8%	.	0%
- CC(C)c1ccc(CNCCSc2nnnn2C)cc1
    0%	?	9%	-24%	5%	-14%	3%
- Nc1ncc(S(=O)(=O)NCc2ccc(F)cc2)cn1
    1%	-2%	2%	3%	17%	?	-9%
- CCCn1c2ccccc2c2cnn(CC(=O)N(CC)c3cc(C)ccc3C)c(=O)c21
    1%	4%	8%	-26%	-18%	-20%	-2%
- COc1cc(OC)cc(C(=O)Nc2cccc(-c3cn4cccnc4n3)c2)c1
    0%	-1%	3%	7%	18%	-1%	-1%
- Cc1ccc(NC(=O)c2cc(S(=O)(=O)NC3CCCCC3)ccc2F)cc1Cl
    0%	6%	-4%	18%	23%	?	0%
- COc1ccc(CCCc2nnc(SCC(=O)Nc3ccccc3F)o2)cc1C
    0%	3%	1%	-5%	1%	?	-4%
- COc1ccc(-c2cn3c(n2)sc2cc(C(=O)NCc4ccccc4)ccc23)cc1
    0%	-6%	4%	7%	-17%	5%	-5%
- CCC(=O)Nc1ccccc1-c1nc2ccccc2n(Cc2cccc(Br)c2)c1=O
    -3%	6%	-10%	5%	2%	9%	-4%
- CCOc1ccc(CCNC(=O)Cn2nc(C)n3c(cc4occc43)c2=O)cc1OCC
    -3%	6%	-10%	5%	10%	-6%	3%
- Cc1ccc(-c2c(C(=O)N(C)Cc3ccccc3)oc(=O)c3ccccc23)cc1
    0%	8%	8%	18%	8%	-26%	-4%
- CCC(C)NC(=O)c1cc2c(Cl)nc3ccc(C)cc3c2s1 (configuration not stated)
    1%	4%	0%	-2%	-3%	-7%	4%
- Cc1ccc(Cl)cc1N1CCN(C(=O)c2cnc3c(-c4ccc(F)cc4)c(C)nn3c2C)CC1
    -1%	32%[activator]	0%	-6%	-7%	-4%	-4%
- Cc1ccc(S(=O)(=O)c2nnn(CC(=O)Nc3ccccc3C)c2N)cc1
    -2%	-4%	4%	-4%	-11%	-12%	0%
- CC(=O)Nc1ccc(S(=O)(=O)Nc2cc(-c3cn4ccccc4n3)ccc2C)cc1
    -2%	-7%	7%	-16%	?	-15%	-4%
- Cc1ccc(Nc2c(-c3ccc(N4CCOCC4)cc3)nc3ncccn23)c(C)c1
    -2%	-3%	3%	-9%	?	-17%	0%
- CCOc1ccccc1NC(=O)N1CCc2cc(S(=O)(=O)N3CCC(C)CC3)ccc21
    -4%	5%	0%	2%	-5%	-2%	4%
- CC(C)CC(=O)Nc1nc2nc(-c3ccccc3)cc(=O)n2[nH]1
    0%	7%	-3%	0%	-15%	-6%	1%
- CCc1ccccc1NC(=O)C1=CC(c2ccc(OC)c(OC)c2)=NS(=O)(=O)N1C
    5%	0%	2%	-1%	-11%	-17%	-3%
- COc1ccc(OCc2ccc(-c3nc(C#N)c(N4CCC(C(N)=O)CC4)o3)o2)cc1
    -4%	0%	1%	0%	?	-20%	-1%

# Single records, as listed above. Screens in order: B2AR arrestin ag | NTMT1 inh | GALK inh | p53null 32C kill | p53null 39C kill | FH mod | TSG101-PTAP inh
# Entry for COc1ccc(CCCc2nnc(SCC(=O)Nc3ccccc3F)o2)cc1C → 0% | 3% | 1% | -5% | 1% | ? | -4%
# Entry for Cc1ccc(NC(=O)CSc2nc3c(c(=O)[nH]2)CN(Cc2ccccc2)CC3)cc1Cl → 2% | -1% | 4% | 7% | -6% | ? | -6%
# Entry for O=C(C1CCN(S(=O)(=O)c2ccc(Br)s2)CC1)N1CCN(c2cccc(Cl)c2)CC1 → 0% | ? | -6% | 9% | -6% | -6% | -1%

# Next compounds:
# The line under a structure holds: B2AR arrestin ag	NTMT1 inh	GALK inh	p53null 32C kill	p53null 39C kill	FH mod	TSG101-PTAP inh
- CN(CC(=O)Nc1ccc(OC(F)(F)F)cc1)S(=O)(=O)c1ccc2c(c1)CCC(=O)N2
    1%	?	8%	-10%	-18%	-5%	1%
- Cc1ccccc1CNC(=O)C1CCCN(S(=O)(=O)N(C)c2ccc(F)cc2)C1 (configuration not stated)
    -1%	0%	-8%	-2%	-23%	-2%	-1%
- Cc1ccc(C)c(NC(=O)CN2CCCN(Cc3cccc(Cl)c3)S2(=O)=O)c1
    -1%	-4%	1%	1%	1%	-11%	0%
- COc1ccc(N2CC(NC(=O)C(c3ccccc3)c3ccccc3)CC2=O)cc1 (configuration not stated)
    -2%	2%	2%	1%	4%	-19%	-1%
- Cc1cc2oc(C(=O)Nc3ccc(S(=O)(=O)N(C)Cc4ccccc4)cc3)cc(=O)c2cc1C
    -1%	-5%	-11%	1%	-6%	12%	-2%
- O=C(CN1C(=O)CC(c2ccco2)Sc2ccccc21)Nc1ccccc1F (configuration not stated)
    .	-11%	.	-2%	-6%	.	.
- CCN1C(=O)c2cccc3c(S(=O)(=O)Nc4ccc(O)c(C(=O)O)c4)ccc1c23
    -2%	-15%	6%	9%	-9%	32µM*	-11%
- CCSc1ncc(Cl)c(C(=O)N2CCN(c3ccc(OC)cc3)CC2)n1
    0%	-23%	-2%	0%	-3%	-5%	0%
- Cc1ccc(C)c(N2CCN(C(=O)Cn3cnc4nc5c(cc4c3=O)CCCC5)CC2)c1
    1%	-24%	0%	-10%	16%	-5%	-3%
- CN(c1ccccc1)S(=O)(=O)c1ccc(NC(=O)c2nc(S(C)(=O)=O)ncc2Cl)cc1
    0%	-22%	0%	22µM*	?	?	-3%
- CC(=O)c1ccc(S(=O)(=O)Nc2ccc(-c3ccc(N4CCCCC4)nn3)cc2)cc1
    1%	.	-2%	?	16µM*	.	2%
- CNC(=O)C1CCN(Cc2cc3ccccc3n2Cc2cccc(C)c2)CC1
    0%	-2%	2%	-2%	16%	-13%	-5%
- O=C(NCCCN1CCN(c2ccccc2F)CC1)c1cc2c(Cl)nc3ccccc3c2s1
    -1%	?	10%	-1%	?	-2%	1%
- Cc1ccc(C(=O)Nc2ccc(C(=O)OCc3cc(=O)n4nc(C5CC5)sc4n3)cc2)cc1
    0%	-7%	-2%	-6%	0%	-24%	0%
- CCN(c1cc(C)cc(C)c1)S(=O)(=O)c1nnc(NC(=O)c2cccs2)s1
    0%	11%	0%	8%	-3%	-11%	-3%
- Cc1noc2ncnc(NCc3cccc(Cl)c3)c12
    0%	1%	-1%	1%	-2%	-6%	-15%
- O=C(COc1ccccc1)Nc1c(C(=O)N2CCN(c3ccc(F)cc3)CC2)oc2ccccc12
    1%	-4%	0%	-13%	-21%	-6%	-6%
- Cc1ccc(S(=O)(=O)NC2(C(F)(F)F)NC(=O)N(CCc3ccccc3)C2=O)cc1 (configuration not stated)
    0%	15%	5%	-8%	0%	-2%	0%
- CCN(Cc1ccccc1)C(=O)Cn1c(=O)n(-c2ccc(Cl)cc2)c(=O)c2c(C)c(C)sc21
    -2%	0%	6%	10%	20%	-18%	0%
- O=S1(=O)c2ccccc2N(Cc2ccc(Cl)cc2F)c2ccccc21
    1%	0%	2%	10%	?	?	1%
- Cc1ccc(Cl)cc1NC(=O)Cn1c(=O)n(CCC(=O)N2CCc3ccccc3C2)c(=O)c2ccccc21
    7%	9%	1%	-3%	20%	?	-4%
- CC(C)c1nn2c(=O)cc(COC(=O)c3cccs3)nc2s1
    0%	11%	-9%	-18%	-8%	7%	0%
- C=C(C)Cn1c(SCC(=O)Nc2ccccc2C)nc2sc3c(c2c1=O)CCCC3
    1%	.	2%	1%	6%	.	-10%
- Cc1ccccc1CN1c2ccccc2-c2nc(SCC(=O)c3ccccc3)ncc2S1(=O)=O
    0%	1%	2%	-6%	-3%	-7%	1%
- CCOC(=O)c1[nH]c(C)c(CCC(=O)N2CCN(c3cccc(OC)c3)CC2)c1C
    0%	-15%	2%	16%	-13%	-5%	1%
- O=C(CC1C(=O)N(c2ccc(F)cc2)C(=O)N1Cc1ccc2c(c1)OCO2)Nc1ccc(Cl)cc1 (configuration not stated)
    0%	6%	-2%	11%	-9%	-26%	-1%
- COc1ccc(C2N3CC4(C)CN2CC(c2ccccc2)(C3)C4=O)cc1OC (configuration not stated)
    -1%	0%	2%	-7%	-19%	-3%	1%
- CCCCCn1c(CCCNC(=O)c2ccccc2)nc2ccccc21
    0%	15%	0%	6%	-5%	-5%	-2%
- CCn1c(=NC(=O)c2ccc3c(c2)OCCO3)sc2c(C)ccc(OC)c21
    0%	-5%	1%	-18%	?	-19%	2%
- Cn1c2ccccc2c2c(C(=O)N3CCN(c4ccc(F)cc4)CC3)cn(C3CCCCC3)c(=O)c21
    -2%	5%	2%	15%	-9%	?	4%
